eIF4E 4G PPI – eIF4E–eIF4G protein interaction inhibitors, primary screen, biochemical, uHTS, TR-FRET, eIF4GI fragment; hit rate 0.37% among 220,000; inhibition, % at 21.7 µM; TR-FRET eIF4E-eIF4GI(517-606) binding, 2 h;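 active = inhibition above about 30%, limit read from the data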;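 also: 0% = full FRET control wells and 100% = background wells lacking eIF4GI fragment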
Target sequence (P63073 whole entry, looked up, the tested form may be a part): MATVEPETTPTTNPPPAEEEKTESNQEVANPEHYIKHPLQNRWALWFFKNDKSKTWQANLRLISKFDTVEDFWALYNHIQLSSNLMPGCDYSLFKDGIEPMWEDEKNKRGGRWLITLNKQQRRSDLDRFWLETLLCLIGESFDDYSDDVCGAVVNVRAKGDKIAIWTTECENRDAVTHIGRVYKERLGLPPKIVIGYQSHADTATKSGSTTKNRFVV
Target sequence (Q04637 whole entry, looked up, the tested form may be a part): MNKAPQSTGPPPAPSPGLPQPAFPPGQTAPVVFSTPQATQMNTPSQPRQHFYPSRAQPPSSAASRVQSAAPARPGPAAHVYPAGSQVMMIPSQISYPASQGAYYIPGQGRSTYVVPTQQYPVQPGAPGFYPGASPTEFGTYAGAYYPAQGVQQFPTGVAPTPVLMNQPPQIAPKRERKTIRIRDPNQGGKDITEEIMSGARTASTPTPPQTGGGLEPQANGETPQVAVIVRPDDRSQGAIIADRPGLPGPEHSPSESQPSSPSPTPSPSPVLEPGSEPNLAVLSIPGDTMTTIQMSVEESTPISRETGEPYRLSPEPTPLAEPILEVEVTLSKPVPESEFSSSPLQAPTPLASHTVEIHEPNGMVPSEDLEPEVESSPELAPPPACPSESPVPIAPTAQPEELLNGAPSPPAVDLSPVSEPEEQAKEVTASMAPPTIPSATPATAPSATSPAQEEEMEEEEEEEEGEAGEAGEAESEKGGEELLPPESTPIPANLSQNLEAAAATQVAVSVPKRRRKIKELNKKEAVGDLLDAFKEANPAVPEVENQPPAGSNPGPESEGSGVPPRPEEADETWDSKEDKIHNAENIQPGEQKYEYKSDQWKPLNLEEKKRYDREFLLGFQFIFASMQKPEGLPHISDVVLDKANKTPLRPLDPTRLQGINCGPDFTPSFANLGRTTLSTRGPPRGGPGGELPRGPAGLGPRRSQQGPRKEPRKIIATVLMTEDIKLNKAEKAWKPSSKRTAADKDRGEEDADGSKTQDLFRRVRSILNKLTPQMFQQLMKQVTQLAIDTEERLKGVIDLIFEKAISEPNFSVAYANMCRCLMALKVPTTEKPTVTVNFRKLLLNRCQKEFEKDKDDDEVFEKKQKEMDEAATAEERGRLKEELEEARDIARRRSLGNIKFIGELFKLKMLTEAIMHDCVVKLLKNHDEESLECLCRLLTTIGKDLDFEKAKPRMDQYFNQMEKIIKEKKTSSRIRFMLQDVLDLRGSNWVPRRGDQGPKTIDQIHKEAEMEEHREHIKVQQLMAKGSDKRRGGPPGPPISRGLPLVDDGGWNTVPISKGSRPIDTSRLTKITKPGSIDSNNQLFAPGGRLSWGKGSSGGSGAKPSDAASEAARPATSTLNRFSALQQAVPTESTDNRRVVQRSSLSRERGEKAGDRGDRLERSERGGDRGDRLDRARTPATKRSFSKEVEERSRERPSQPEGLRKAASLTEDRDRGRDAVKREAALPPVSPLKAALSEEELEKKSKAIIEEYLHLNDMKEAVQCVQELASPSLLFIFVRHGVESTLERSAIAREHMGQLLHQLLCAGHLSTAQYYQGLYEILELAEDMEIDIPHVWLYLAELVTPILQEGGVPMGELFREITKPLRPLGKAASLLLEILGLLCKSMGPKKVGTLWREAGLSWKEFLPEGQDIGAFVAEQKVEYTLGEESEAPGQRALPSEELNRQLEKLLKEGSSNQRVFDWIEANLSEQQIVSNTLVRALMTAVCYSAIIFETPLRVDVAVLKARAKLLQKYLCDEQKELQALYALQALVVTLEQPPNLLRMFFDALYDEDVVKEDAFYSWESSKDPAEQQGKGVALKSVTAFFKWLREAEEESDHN
BaF3 parental – parental Ba/F3 cell viability inhibition, counter-screen for JAK2V617F inhibitor project, murine pro-B, CellTiter-Glo luminescence. AID 1486, 2009. CellTiter-Glo ATP luminescence. inhibition, % at 5.6 µM. hit rate 1.1% among 220,000;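 active = inhibition above a per-campaign cutoff, the mean inhibition of all tested compounds plus 3 SD, cut at about 27% in these data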;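 also: 0% = DMSO wells and 100% = JAK Inhibitor I control wells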
MDM2 E3 inh – MDM2-luciferase reporter signal enhancers, primary screen, MDM2 E3 ligase inhibitor project, cell-based, luminescence, 1536-well | cell-based MDM2 ubiquitination luciferase reporter, 2 h; 0 = plate control, 100 = twice control, blank-subtracted | signal enhancement, % at 5 µM | hit rate 0.11% among 210,000 | AID 1230, 2008;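 active = signal enhancement of 30% or more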;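 also: luminescence tracks abundance of the self-degrading MDM2-luciferase fusion protein; higher signal means inhibition of MDM2 E3 ligase activity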
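Assay system: mammalian cells stably expressing self-ubiquitinating, self-degrading MDM2 E3–luciferase fusion. Quantity: 2000 cells in each well. Medium: DMEM culture medium. Compound dosing: single-point 5 µM. Timing: cell settling 4 h, compound treatment 2 h, both 37 °C. Technique: luciferase luminescence. Read-out basis: percent signal gain over controls, blank-subtracted. Benchmarks: plate controls and plate blanks.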
NPY-Y2 PAM-ag – NPY-Y2 potentiators or agonists, primary screen, cell-based | Neuropeptide Y receptor type 2 (Homo sapiens), P49146 | cells expressing NPY-Y2, potentiator/agonist read-out | activation, % at 3.6 µM | hit rate 0.45% among 220,000 | AID 1359, 2008; in the data active = activation above about 27%;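 also: cells stimulated with NPY near EC25 plus isoproterenol at EC100; 0% = vehicle plus submaximal agonist and 100% = vehicle plus saturating agonist; some results beyond the cut were filed as inactive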
Ba/F3 V617F tox – reduced viability of JAK2V617F-dependent Ba/F3 cells, primary screen, JAK2V617F inhibitor project, cell-based, Ba/F3 EpoR-JAK2V617F, luminescence | ATP luminescence | inhibition, % at 5.6 µM | hit rate 1.1% among 220,000 | AID 1446, 2008;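 active = inhibition above the campaign mean plus 3 SD over all tested compounds, cut at about 24% in these data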;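 also: cytokine-independent growth of Ba/F3 cells driven by EpoR plus mutant JAK2; 0% = DMSO-treated cells and 100% = JAK inhibitor I control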
S1P4 antag – S1P4 receptor antagonists, primary screen, cell-based; hit rate 0.26% among 220,000; Sphingosine 1-phosphate receptor 4 (Homo sapiens), O95977; inhibition, % at 4.98 µM; S1P4-expressing cells, antagonist mode, reporter read-out; in the data active = inhibition above about 29%;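 also: 0% = wells stimulated with agonist and 100% = vehicle wells without agonist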
S1P4 agonist – S1P4 receptor agonists, primary screen, cell-based. Sphingosine 1-phosphate receptor 4 (Homo sapiens), O95977. S1P4-expressing cell line, agonist reporter assay. activation, % at 4.98 µM. hit rate 0.35% among 220,000; in the data active = activation above about 11%;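 also: 0% = DMSO vehicle and 100% = reference agonist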
PERK inhibitor – block of dimerizer-induced PERK translation repression, primary screen, PERK inhibitor project, CHO PERK-DD cells, SEAP luminescence, HTS; CHO PERK-DD fusion, SEAP luminescence translation reporter; inhibition, % at 5.6 µM; hit rate 0.17% among 220,000;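 active = inhibition above the mean inhibition of all tested compounds plus 3 SD, set separately per screening campaign, cut at about 2.9% in these data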;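 also: PERK kinase domain activated by AP20187 dimerizer at 100 nM; 0% = DMSO with dimerizer and 100% = rapamycin at 8.4 µM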
Wee1 stabilizer – Wee1 degradation inhibitors, primary screen, cell-based, HeLa, Wee1K328M-luciferase, luminescence; hit rate 1.2% among 220,000; HeLa Luc-Wee1K328M stability; 100% = proteasome inhibitor MG132 effect; reporter increase, % at 5 µM; Wee1-like protein kinase (Homo sapiens), P30291;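 active = activation above the mean of all tested compounds plus 3 SD, set per screening run, cut at about 8.8% in these data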;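 also: cells exposed to compound for 20 h before luminescence read; 0% = DMSO alone and 100% = MG132 at 30 µM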
* marks the source's active call; other numbers are inactive results; . = no result given; [ ] = dose if it differs, or a comment.

SMILES	eIF4E 4G PPI	BaF3 parental	MDM2 E3 inh	NPY-Y2 PAM-ag	Ba/F3 V617F tox	S1P4 antag	S1P4 agonist	PERK inhibitor	Wee1 stabilizer
Cc1ccc(S(=O)(=O)N2CCN(C(=O)CN3C(=O)NC4(CCOc5ccccc54)C3=O)CC2)cc1 (stereo not drawn)	5	6	-5	9	-1	1	-0.2	0.6	-3
CN(CC(=O)Nc1ccc(N2CCOCC2)cc1)CC(=O)Nc1ccc(C(F)(F)F)cc1	1	0	1	16	-4	-2	0.5	0.9	1
O=c1[nH]c(CSc2ccccc2)nc2c1oc1ccccc12	-1	1	-6	-10	-1	3	-0.5	1.2	-2
O=C(Cn1c(=O)oc2ccccc21)Nc1nc(-c2ccccc2)cs1	-5[fluorescence artefact?]	0	8	-1	-3	1	1.1	0.9	-1
CCc1nnc(NC(=O)C2CCN(c3nccc(C)n3)CC2)s1	8	6	-11	9	2	5	-0.6	-1.0	1
CCN(C(=O)CN1CCN(c2ccccc2OC)CC1)c1c(N)n(Cc2ccccc2)c(=O)[nH]c1=O	2	4	-14	12	3	-7	0.6	-0.2	1
Cc1ccc(-c2noc(/C=C/c3ccccc3)n2)cc1	-2	1	-16	-4	4	-11	-2.2	0.3	-1
COc1cc(S(=O)(=O)Nc2ccccc2)ccc1NC=O	-6	7	-22	3	3	-4	1.4	0.6	8
CCC(=O)NC(=S)Nc1ccc(NC(=O)c2ccccc2[N+](=O)[O-])cc1	3	4	-12	-1	-2	-15	-0.9	0.0	-2
CS(=O)(=O)c1ncc(Cl)c(C(=O)Nc2ccc3ccccc3c2)n1	1	52*	-18	4	83*	41*	-2.9	0.5	0
CCOC(=O)c1cccc(N2C(=O)Nc3ccccc3N2O)c1	-3[fluorescence artefact?]	4	-1	-2	2	-17	1.1	2.0	-3
Cc1cccc(N2CCN(C(=S)c3ccc([N+](=O)[O-])cc3)CC2)c1	19	3	-2	10	-3	-2	-0.1	0.3	1
O=C(Oc1ccnc2cc(Cl)ccc12)N1CCCCCC1	-3	6	-13	-1	5	-2	1.4	-1.2	2
Cc1ccc(-c2csc(NC(=O)CCNC(=O)c3ccco3)n2)cc1	13	10	-9	-2	7	-21	0.3	0.9	0
COc1ccc2[nH]c3c(=O)n(Cc4ccc(C(=O)N5CCC(C(N)=O)CC5)cc4)c(=S)[nH]c3c2c1	7	1	11	-1	-2	-21	1.2	1.0	2
Cc1ccc(C)c2[nH]c(=O)c(CCNC(=O)Cc3cccs3)cc12	3	6	.	0	0	5	0.9	-0.4	0
COC(=O)c1ccc(NC(=S)N2CCN(C)CC2)cc1	-1	10	-8	-9	4	4	-2.5	0.3	1
O=C(N/N=C1\CCCc2ccccc21)c1cccc([N+](=O)[O-])c1	0[fluorescence artefact?]	1	-8	5	-3	-10	1.0	0.3	2
Cn1c(=O)c2c(nc(NCCc3ccccc3)n2Cc2ccc(F)cc2)n(C)c1=O	0	4	-9	16	-2	-7	0.4	-0.5	0
Cc1ccc(C(=O)NNC(=O)c2ccc(SCC3CCCO3)c([N+](=O)[O-])c2)cc1 (stereo not drawn)	-3	7	-7	-16	2	2	-0.6	0.1	3
CCn1c(CSc2nc3ccccc3[nH]2)nc2cc(C(=O)O)ccc21	-5	1	-19	12	-5	-7	-1.0	0.6	-1
CCN1CCN(CC(=O)Nc2cccc(C)c2C)C(=O)C1=O	4	4	-5	14	1	-10	-2.9	2.0	3
C/C(CC(=O)Nc1ccccn1)=N\NC(=O)c1ccccc1	3[fluorescence artefact?]	3	-7	1	2	-1	-1.2	0.7	1
COc1cccc(NC(C)C(=O)N2CC(C)OC(C)C2)c1 (stereo not drawn)	-1	5	-10	-4	6	-1	-1.9	0.8	4
COc1ccc(N/C=C(\C2OC(=O)c3ccccc32)[N+](=O)[O-])cc1 (stereo not drawn)	-2	6	-8	8	1	-20	2.2	1.2	-1
CC(=O)NS(=O)(=O)c1cccnc1Nc1cccc(Cl)c1C	3	5	5	-2	1	-24	0.1	1.0	4
Cc1ccccc1-n1ccnc1SCC(=O)O	-7	4	-7	2	-2	-7	0.6	0.7	-1
CC(/C=N/NC(=O)Cn1cnc2ccccc21)=C\c1ccccc1	6[fluorescence artefact?]	-1	-10	5	-5	-18	0.6	-0.4	-2
O=C(CN1N=C(C(F)(F)F)CC1(O)c1ccc([N+](=O)[O-])cc1)c1ccccc1 (stereo not drawn)	5	1	-6	12	-4	-12	0.2	0.3	-3
COC(=O)c1cc(NC(=O)C2(S(=O)(=O)c3ccc(C)cc3)CC2)cc(C(=O)OC)c1	-1	-2	4	3	0	-33	1.2	0.7	-1
Cc1cc(C(=O)N2CCN(C(c3ccccc3)c3ccccc3)CC2)no1	3	2	3	15	-1	-6	0.2	-0.1	0
Cc1ccc(NCCC(=O)c2cccs2)cc1C	4	-4	-20	-1	1	5	-1.3	0.4	0
CCCC1CC(C)(C(=O)Cn2[nH]c(=O)ccc2=O)OC1=O (stereo not drawn)	0[fluorescence artefact?]	3	3	12	1	-4	0.1	0.4	0
Cc1ccc(SCC(=O)N2c3ccccc3Sc3ccccc32)cc1	-20	6	-3	-30	4	-4	0.8	-1.0	-2
O=C(CCc1ccccc1)NCCC1=CCCCC1	7	10	-13	0	4	-18	0.6	0.4	-3
COc1ccc(C(=O)C2CCCN(Cc3ccc4nonc4c3)C2)cc1F (stereo not drawn)	0	1	2	-7	-1	-2	-3.2	0.8	0

At a glance, some entries already given:
SMILES	eIF4E 4G PPI	BaF3 parental	MDM2 E3 inh	NPY-Y2 PAM-ag	Ba/F3 V617F tox	S1P4 antag	S1P4 agonist	PERK inhibitor	Wee1 stabilizer
COc1cccc(NC(C)C(=O)N2CC(C)OC(C)C2)c1 (stereo not drawn)	-1	5	-10	-4	6	-1	-1.9	0.8	4
COc1ccc(N/C=C(\C2OC(=O)c3ccccc32)[N+](=O)[O-])cc1 (stereo not drawn)	-2	6	-8	8	1	-20	2.2	1.2	-1
CC(=O)NS(=O)(=O)c1cccnc1Nc1cccc(Cl)c1C	3	5	5	-2	1	-24	0.1	1.0	4
Cc1ccccc1-n1ccnc1SCC(=O)O	-7	4	-7	2	-2	-7	0.6	0.7	-1
CC(/C=N/NC(=O)Cn1cnc2ccccc21)=C\c1ccccc1	6[fluorescence artefact?]	-1	-10	5	-5	-18	0.6	-0.4	-2
O=C(CN1N=C(C(F)(F)F)CC1(O)c1ccc([N+](=O)[O-])cc1)c1ccccc1 (stereo not drawn)	5	1	-6	12	-4	-12	0.2	0.3	-3
COC(=O)c1cc(NC(=O)C2(S(=O)(=O)c3ccc(C)cc3)CC2)cc(C(=O)OC)c1	-1	-2	4	3	0	-33	1.2	0.7	-1
Cc1cc(C(=O)N2CCN(C(c3ccccc3)c3ccccc3)CC2)no1	3	2	3	15	-1	-6	0.2	-0.1	0
Cc1ccc(NCCC(=O)c2cccs2)cc1C	4	-4	-20	-1	1	5	-1.3	0.4	0
CCCC1CC(C)(C(=O)Cn2[nH]c(=O)ccc2=O)OC1=O (stereo not drawn)	0[fluorescence artefact?]	3	3	12	1	-4	0.1	0.4	0

Continuation:
SMILES	eIF4E 4G PPI	BaF3 parental	MDM2 E3 inh	NPY-Y2 PAM-ag	Ba/F3 V617F tox	S1P4 antag	S1P4 agonist	PERK inhibitor	Wee1 stabilizer
COc1cccc(C2C3=C(CCCC3=O)Nc3nc(-c4cc(OC)c(OC)c(OC)c4)nn32)c1 (stereo not drawn)	6	7	8	-1	-1	-18	1.0	0.8	-3
Cc1ccc2occ(/C=C/C(=O)O)c(=O)c2c1	-5	4	3	-13	2	-8	1.7	0.2	0
O=C(Nc1ccccc1)C1=C[C@H](C2CCCCC2)C[C@H](OCc2ccc(CO)cc2)O1	1	1	.	-17	-3	-4	-1.5	0.4	1
O=C(Cn1ncc2c3ccccc3n(Cc3ccc(F)cc3)c2c1=O)N1CCN(c2ncccn2)CC1	-16	8	-18	-9	-2	-31	0.6	-1.6	3
C/C(N)=C(/C#N)C(=O)CSc1cc(C)c2cc(C)cc(C)c2n1	-6	8	-21	-15	2	7	0.2	0.6	-2
Cc1ccc(S(=O)(=O)NCCN2CCOCC2)cc1	-1	6	-7	6	-3	-7	0.3	1.5	1
CN(C(=O)c1ccccn1)c1nnc(-c2ccncc2)s1	.	4	.	-1	3	-6	1.5	1.2	2
CC(C)C(c1nnnn1C(C)(C)C)N1CCOCC1 (stereo not drawn)	3[fluorescence artefact?]	0	-6	-3	-4	-25	-0.7	0.9	-2
Cc1ccc(C(=O)N/N=C/c2cccc(OC(=O)/C=C/c3ccco3)c2)cn1	12	4	-6	-13	0	10	-0.1	-0.2	0
CN(C(=O)COC(=O)c1ccc2c(=O)n3c(nc2c1)CCC3)C1CCS(=O)(=O)C1 (stereo not drawn)	4	-1	-8	2	0	0	-0.8	0.7	-4
COc1ccccc1N1CCN(C(=O)C(=O)N/N=C/c2cccc(O)c2)CC1	-7	2	-5	13	-2	-1	0.8	0.7	-1
COCCNc1nc(-c2cc(C)n(CCc3ccc(OC)cc3)c2C)cs1	14	9	-10	-5	4	2	-1.1	0.2	3
O=C(NCCc1ccccc1)c1ccc(-c2ccc(F)cc2)o1	3	3	-9	-25	0	-15	-0.3	-0.2	1
CCn1c(Cc2cccs2)nnc1SCC(=O)NC(C)(C)C	0	5	-22	-1	2	-9	1.6	-0.7	0
O=C(Nc1ccc2c(c1)N(Cc1ccccc1)C(=O)c1ccccc1S2)NC1CC1	9[fluorescence artefact?]	1	6	22	-5	-4	-2.8	-0.7	4
O=C(C1=C[C@@H](C2CC2)C[C@@H](OCc2ccc(CO)cc2)O1)N1CCOCC1	1	1	.	-30	1	2	-0.6	1.3	5
COc1ccc(N2CCN(C(=O)CN3CCN(C(c4ccccc4)c4ccccc4)CC3)CC2)cc1	-4	13	-17	-8	5	-2	0.6	-0.8	-1
COc1ccc(OC(=O)c2cccc([N+](=O)[O-])c2)c(C(=O)/C=C/c2cccs2)c1	0	4	-6	-4	-1	5	-2.4	0.4	-2
CCC(=O)NC(=S)Nc1ccccc1F	-1[fluorescence artefact?]	5	-36	-4	2	-8	1.6	-0.2	-2

Screening results from PubChem.

Compounds were not picked by outcome; overall some 4.1% were active at least once.
